Bioassay records: PubChem, Broad Institute
PGC1a acetyl inh: modulators of PGC1a acetylation; U2OS PGC1a acetylation, AlphaScreen anti-acetyl-lysine; with virally co-expressed GCN5 acetyltransferase; inhibition, % at 15.6 µM; 350,000 compounds, 0.17% hits;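 active = every replicate shows inhibition of at least 40%; inconclusive = mean inhibition at least 40% but some replicate below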;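 note: 0% = neutral control wells and 100% = positive control wells; some results beyond the cut were filed as inactive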
Cneo AK release: Cryptococcus neoformans lysis via adenylate kinase release | C. neoformans lysis, adenylate kinase release luminescence, 4 h; normalised: neutral wells 0, clomiphene wells 100 | lysis activity, % at 15 µM | 360,000 compounds, 0.2% hits;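 active = mean lysis activity across replicates of at least 80%, whatever share of replicates individually reach that level; inactive = mean lysis activity below 80%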
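Assay system: C. neoformans cells. Amount: yeast cell density of 5 × 10^6 cells/mL. Technique: AK luminescence. Buffer or medium: YPD. Times: static 4 h at 37 °C with compound, 1 h detection. Dosing: single-point compound dose. Read-out: lysis from increased AK signal.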
LGR2 inh: inhibitors of bursicon-induced Drosophila LGR2 receptor cAMP signaling; HEK293 LGR2, CRE-luciferase, bursicon-stimulated, 4 h; inhibition, % at 9.99 µM; 380,000 compounds, 0.35% hits;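 active = drop in luminescence signal, shown as inhibition above about 50% in the replicate tests, limit read from the data, passing the limit was not always enough; inconclusive = probably only some replicates passing the limit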;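 note: agonist challenge used bursicon conditioned medium at about half maximal strength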
miR-122 sensor: blocks miR-122 activity in Huh7 sensor cells; Huh7 miR-122 Renilla luciferase sensor, 48 h; neutral wells = 0, positive control = 100; 340,000 compounds, 0.3% hits; activation (reporter increase), % at 12.5 µM; AID 602342;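 active = mean replicate activation score at least 90 and every replicate individually at or above 90; inconclusive = only one of the two criteria met; inactive = neither criterion met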;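 note: higher luciferase means less miR-122 activity so hits act as miR-122 inhibitors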
FN deposition inh: fibronectin deposition inhibition. AH1F fibroblasts, Alexa488-fibronectin deposition fluorescence, overnight. inhibition, % at 12.6 µM. 350,000 compounds, 0.086% hits. AID 743247;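 active = mean inhibition across replicates of 30% or more, regardless of how many single replicates reach that level; inconclusive = mean under 30% yet at least half of replicates reach 30%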;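 note: positive control wells lacked labelled fibronectin entirely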
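Material: AH1F fibroblast monolayer depositing Alexa488-labelled fibronectin into matrix / Amount: 10000 AH1F cells per well / Signal: fluorescence 485/525 nm / Medium: DMEM, 2% serum / Compound: single dose, pinned / Incubation: 1 h cell adhesion before compound, then overnight fibronectin incubation / Reagent: Alexa488-FN, 24 nM final / Read-out: inhibition of fibronectin deposition signal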
PAX8 inh HTS: lowers PAX8-driven luciferase in RMG-I cells | 360,000 compounds, 1.2% hits | inhibition, % at 12.6 µM | RMG-I TPO-luciferase reporter, SteadyGlo, 24 h;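 active = mean replicate inhibition at least 60% with every replicate also reaching 60%; inconclusive = only one of the two criteria is met; inactive = mean below 60% and not all replicates reaching 60%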;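 note: luciferase light reporting Pax8 driven TPO promoter activity; plate controls were median of neutral control wells for no effect and mitoxantrone controls for full effect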
Casp6 inh: inhibitors of human caspase-6 | P55212 | purified caspase-6, Z-VEID-R110 cleavage fluorescence | inhibition, % at 12.5 µM | 350,000 compounds, 0.53% hits;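 active = mean inhibition across replicates at least about 35%, with every replicate also reaching that limit, limit read from the data; inconclusive = only one of the two criteria met; inactive = neither criterion met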;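 note: 0% = median of neutral control wells and 100% = no fluorescence left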
Target sequence (P55212 24-179 limits assumed): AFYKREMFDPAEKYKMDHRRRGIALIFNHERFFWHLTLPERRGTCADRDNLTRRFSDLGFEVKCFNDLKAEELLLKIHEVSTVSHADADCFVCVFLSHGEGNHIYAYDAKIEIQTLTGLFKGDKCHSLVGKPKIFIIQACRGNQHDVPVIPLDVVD
Target sequence (P55212 194-293 limits assumed): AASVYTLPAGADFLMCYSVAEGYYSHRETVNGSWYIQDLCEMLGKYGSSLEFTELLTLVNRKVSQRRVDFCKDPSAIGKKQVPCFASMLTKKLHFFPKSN
EWS-Fli inh: inhibitors of EWS/Fli oncoprotein transcriptional activity; A673 NR0B1-luciferase reporter, viability-normalised; inhibition, % at 12.6 µM; 350,000 compounds, 0.67% hits;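 active = mean inhibition of at least 50% after viability correction, with every replicate also passing that limit; inconclusive = mean reaches 50% but only one of two replicates passes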;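 note: firefly luciferase signal divided by Alamar Blue viability fluorescence both relative to DMSO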
Numbers without * were called inactive; ? = inconclusive; nt = not tested or not shown; & = joins results of further samples; [ ] = dose if it differs, or a comment.

SMILES,PGC1a acetyl inh,Cneo AK release,LGR2 inh,miR-122 sensor,FN deposition inh,PAX8 inh HTS,Casp6 inh,EWS-Fli inh
COc1cccc(C(=O)Nc2ccccc2NC(=O)c2cccc(OC)c2)c1,nt,-2,6,nt,2,-19,23,-5
O=C(Cn1nc(CNc2ccc(Br)cc2)[n+]2c1CCCCC2)c1ccc([N+](=O)[O-])cc1,nt,-2,nt,1,1,71*,16,12
CO[C@H]1CN(C)C(=O)c2cc(NC(=O)Cc3ccccc3)ccc2OC[C@H](C)N(C)C[C@@H]1C,nt,-4,5,1[16.7 µM],nt,-11,0,17
COC(=O)c1ccc(COc2ccccc2/C=N/Nc2cccc(C(=O)O)c2)cc1,nt,nt,-84,nt,nt,-240,0,-48
Nc1cc(N)cc(C(=O)c2ccccc2)c1,0,-1,-2,-5,-15,-3,36*,-13
C[C@H](NC(=O)C[C@H]1CC[C@@H]2[C@H](COC[C@@H](O)CN2Cc2cc(F)ccc2F)O1)c1ccccc1,2,40,2,0[16.7 µM],5,9,3,11
O=C(NCc1ccc(F)cc1)[C@H]1[C@H](CO)[C@H]2Cn3c(ccc(C4=CCCCC4)c3=O)[C@@H]1N2,nt,0,10,nt,nt,nt,1,-7
Cc1cc(=O)c2cc(Br)ccc2[nH]1,4,0,nt,0,-7,-1,nt,nt
Cc1ccc(NC(=O)CN(C)C(=O)c2cccc(S(=O)(=O)NCc3ccccc3)c2)cc1,9,nt,-8,34,nt,2,0,2
Cc1cc(C)c(C)c(S(=O)(=O)N2CCN(C(=O)c3ccncc3)CC2)c1C,-3,0,-3,-3,-3,0,-4,7
O=C(O)c1ccc([N+](=O)[O-])c2c1C(=O)c1ccccc1C2=O,3,nt,13,nt,0,10,4,-6
COc1cccc(-c2c(C(=O)N/N=C/c3ccco3)nnn2-c2nonc2N)c1,nt,9,-13,nt,4,1,7,nt
CN(C)S(=O)(=O)c1ccc(C(=O)NCC2CC2(Cl)Cl)cc1 (centres undefined),nt,nt,-6,-4,4,-16,1,0
Cc1ccc(-c2nn(CCC(N)=O)c(=O)c3ccccc23)cc1,-1,0,14,1,nt,nt,-1,nt
C[C@@H]1CN([C@@H](C)CO)C(=O)c2cc(NC(=O)Nc3ccc(C(F)(F)F)cc3)ccc2O[C@H]1CN(C)Cc1ccc(C(F)(F)F)cc1,-3,-2,-1,-1[16.7 µM],nt,70*,0,-6
COc1ccc(NC(=O)N(C)C[C@H]2OCCCC[C@@H](C)Oc3ccc(NC(=O)c4ccccc4)cc3C(=O)N([C@H](C)CO)C[C@H]2C)cc1,1,83*,4,44[16.7 µM],5,1,-3,6
CCNC(=O)CN(Cc1ccccc1)S(=O)(=O)c1ccccc1,-8,-1,7,-1,nt,nt,5,-3
C[C@@H]1CN([C@@H](C)CO)S(=O)(=O)c2ccc(C#CC3CC3)cc2O[C@@H]1CN(C)Cc1cccc(F)c1,-24,55,-13,nt,-5,nt,9,15
CC(=O)N(C)C[C@H]1Oc2cc(C3=CCCC3)ccc2S(=O)(=O)N([C@H](C)CO)C[C@@H]1C,-5,10,-2,-8[16.7 µM],-6,nt,1,0
CC(C)(C)N(Cc1ccccc1)C(=O)COC(=O)[C@@H]1CCCN1C(=O)c1cccs1,nt,nt,-16,nt,7,-4,4,2
CCc1ccc(NC(=O)c2n[nH]c(=O)c3ccccc23)cc1,2,-3,-39,5,8,-135,0,-104
O=C(NCCCN1CCOCC1)c1cccc(S(=O)(=O)N2CCc3ccccc3C2)c1,-5,nt,19,nt,7,9,-2,-1
CCCNC(=O)C[C@@H]1CC[C@@H]2[C@H](COc3ccc(NC(=O)C4CCOCC4)cc3C(=O)N2C)O1,-4,-3,2,-4[16.7 µM],4,-3,1,-5
CCN(CC)C(=O)COC(=O)c1ccc(C)c(NC(=O)c2ccco2)c1,7,nt,-1,nt,-9,-1,0,-1
CC1(C)NC(=O)N(CCC(=O)Nc2ccc(C(C)(C)C)cc2)C1=O,nt,-1,-1,-5,8,-5,-3,-13
O=C(COC(=O)C1CCN(S(=O)(=O)c2cccs2)CC1)Nc1ccccc1,-4,-1,0,3,1,-4,2,12
O=C(C[C@H]1C[C@@H]2c3cc(NS(=O)(=O)c4ccccc4)ccc3O[C@@H]2[C@@H](CO)O1)NC1CCCC1,nt,20,-7,1[16.7 µM],-5,nt,1,1
C[C@H]1CN([C@@H](C)CO)C(=O)c2cc(-c3cncnc3)cnc2O[C@@H]1CN(C)C(=O)c1cccc(F)c1,?,1,1,-4[16.7 µM],nt,nt,1,-8
COc1c(Cl)cc(-c2noc(C)c2C(=O)NCc2ccc3c(c2)OCO3)cc1Cl,-1,-4,16,6,0,-7,2,-4
C[C@@H]1CN([C@H](C)CO)C(=O)c2cc(Br)cnc2O[C@H]1CN(C)C(=O)Cc1ccncc1,1&-6,0&-2,-1&7,-1,-2&7,-13,-8&3,12&15
Cc1ccc(C(=O)CCC(=O)Nc2ccccc2F)cc1,nt,-2,-17,nt,9,-104,-1,-55
COc1ccc(C2C(C(=O)c3ccccc3)N3c4ccccc4C=CC3C2[N+](=O)[O-])cc1 (centres undefined),1,nt,-26,nt,-9,11,0,-33
CCN1C/C(=C/c2ccc(OC)c(O)c2)C(=O)/C(=C/c2ccc(OC)c(O)c2)C1,-1,nt,32,nt,nt,18,3,53*
O=S(=O)(c1ccc(F)cc1)N1CC[C@@H]2[C@@H](CO)Nc3ccc(-c4ccc(F)cc4)cc3[C@@H]21,11,2,13,30[16.7 µM],-2,20,nt,46
Cc1ccc(C)c(N2CCN(C(=O)c3cccn4c(=O)c5sccc5nc34)CC2)c1,-1,nt,-6,0,7,26,0,9
C[C@H](CO)N1C[C@H](C)[C@@H](CN(C)CC2CCCC2)Oc2cc(C3=CCCC3)ccc2S1(=O)=O,-4,28,-6,50[16.7 µM],2,11,2,-16
O=C1C2C3CCCC3=C3CCCC3C2C(=O)N1c1ccc(F)cc1 (centres undefined),-4,-1,20,-2,nt,nt,nt,nt
CN1C(=O)N(CC(=O)Nc2sccc2C(N)=O)C(=O)C12CCCCC2,-10,3,8,nt,-9,28,3,-1
Cc1c(Br)ccc(NC(=O)COc2ccccc2C(N)=O)c1C,8,1,-6,-7,3,-7,1,-4
O=C(CC1C(=O)NCCN1C(=O)Nc1ccccc1)Nc1ccc(F)cc1 (centres undefined),-4,nt,nt,2,-1,6,2,-8
CC(C)NCC(O)COCCOc1ccc(Cl)cc1 (centres undefined),nt,1,3,-1,-2,-10,-1,-6
CC(=O)Nc1ccc(SCC(=O)NCCc2ccc(F)cc2)cc1,4,-1,5,-4,3,-21,0,8
CSc1ccc(C(O)c2ncc(-c3ccccc3Cl)[nH]2)cc1 (centres undefined),5,0,-29,18,-19,-17,3,-2
O=C(Cn1nnc(-c2ccc(CN3CCOCC3)cc2)n1)Nc1nc(-c2ccccc2)cs1,-6,1,nt,-4,-6,-12,nt,nt
COCC(=O)Nc1ccc2c(c1)C(=O)N(C)C[C@@H](OC)[C@H](C)CN(C(=O)Nc1ccccc1F)[C@H](C)CO2,4,3,-5,nt,2,4,-1,-11
CCOC(=O)c1[nH]c(C)c(C(=O)N(CC)CC)c1C,nt,-1,-7,-2,2,0,1,0
C[C@H]1CN([C@@H](C)CO)C(=O)c2cc(C#CC3(O)CCCC3)cnc2O[C@@H]1CN(C)C,-2,3,-10,-3[16.7 µM],-8,nt,-2,-15
CCCCn1c(N)c(N(CCOC)C(=O)COC(=O)/C=C/c2ccc(Br)cc2)c(=O)[nH]c1=O,nt,2,13,nt,-4,-1,-2,-1
C[C@@H]1CN([C@@H](C)CO)C(=O)c2cccc(NS(=O)(=O)c3ccc(F)cc3)c2O[C@H]1CN(C)C(=O)NC1CCCCC1,-9&5,2&0,11&-2,-1[16.7 µM],4&5,-5&5,-5&-3,0&3
O=C(CCN1C(=O)/C(=C/c2ccc(Cl)cc2)SC1=S)Nc1cccnc1,-8,3,-2,-3,6,-3,1,16

(next part)
SMILES,PGC1a acetyl inh,Cneo AK release,LGR2 inh,miR-122 sensor,FN deposition inh,PAX8 inh HTS,Casp6 inh,EWS-Fli inh
CCOC(=O)C1=C(COC(=O)CNC(=O)c2cccc(C)c2)NC(=O)NC1C (centres undefined),nt,nt,11,nt,0,1,-1,1
COc1ccc2c(c1)OC[C@H]1[C@H]2N2C(=O)CN(Cc3ccco3)C(=O)[C@@]2(C)[C@H]1c1ccccc1,nt,-5,-15,-1,4,-4,6,3
Cc1c(NC(=O)COC(=O)c2ccc(S(=O)(=O)N3CCOCC3)cc2)c(=O)n(-c2ccccc2)n1C,10,0,5,-4,0,-11,0,-7
CCn1c(SCC(=O)N2CCN(c3ccc(Cl)cc3)CC2)nc2ccccc2c1=O,0,2,nt,1,0,14,nt,nt
Nc1[nH]c(C(=O)c2ccccc2)c(-c2ccc(F)cc2)c1C(=O)NCCc1c[nH]c2ccccc12,nt,nt,-27,nt,8,8,-4,-9
COc1ccccc1-n1cnc(N)c1C(=O)c1ccccc1,0,-1,nt,15,10,19,nt,nt
CN(C(=O)c1cccc(NC(=O)Cc2cccc(NC(=O)C3CCCN(C(=O)c4ccccc4)C3)c2)c1)C1CC1 (centres undefined),6,0,0,-2,-14,-6,5,4
COc1ccccc1Oc1ccc(S(=O)(=O)N2CCCC2)cc1,-10,nt,-4,9,nt,nt,1,8
O=C(COC(=O)Cc1c(Cl)cccc1Cl)Nc1ccccc1-c1ccccc1,nt,nt,3,13,2,1,nt,nt
C[C@@H]1CN([C@@H](C)CO)S(=O)(=O)c2ccc(/C=C/c3ccccc3)cc2O[C@@H]1CN(C)C(=O)CN1CCOCC1,-3,2,15,-21[16.7 µM],nt,-6,3,-5
